# Screens deposited in PubChem by several laboratories.
# SKN-1 inh – inhibitors of C. elegans SKN-1. inhibition, % at 21.8 µM. C. elegans VP596 Pgst-4::GFP/RFP ratio, acrylamide-induced, 24 h. 360,000 compounds, 0.49% hits;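 active means interference check ratio from 0.5 to 1.5 plus GFP to RFP signal ratio inhibition reaching or exceeding a fixed threshold, cut at about 30% in these data, passing the limit was not always enough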; further: some compounds called inactive have numbers as strong as hits
# MT1-MMP act inh – blocks activation of human MT1-MMP; P50281; HT1080 RFP-PRO-GFP cells, GFP/RFP ratio fluorescence, overnight; percent of plate control window, DMSO zero; GFP/RFP ratio change, % at 20 µM; 360,000 compounds, 0.061% hits; AID 651647;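 active means GFP/RFP ratio change of at least 30% with cell ATP level not reduced by more than half and red fluorescence within 50% of control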; further: strong numbers were not always called active
#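 Assay system: RFP-PRO-GFP reporter HT1080 cells; read-out basis: GFP/RFP fluorescence ratio; benchmarks: DMSO wells and RFP-L50D-GFP cells; doses: 20 µM single dose, 1% DMSO; schedule: overnight cell settling, then overnight compound exposure, 37 °C, 5% CO2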
# Tb MetRS inh – blocks T. brucei methionyl-tRNA synthetase activity; purified T. brucei MetRS, ATP depletion, Kinase-Glo luminescence; inhibition, % at 11.9 µM; 360,000 compounds, 0.4% hits; AID 624268;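 active means inhibition above a per-plate cutoff of the control wells' mean inhibition plus 3 SD, cut at about 5.5% in these data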;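 further: 0% = DMSO wells median and 100% = median of wells with control inhibitor compound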
#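 Assay system: T. brucei methionyl-tRNA synthetase, purified | Medium: HEPES buffer with MgCl2, KCl, DTT, spermine, BSA, pyrophosphatase | Compound: 11.9 µM single point | Incubation: 15 min enzyme-compound preincubation, 2 h reaction, 10 min detection, 25 °C | Measured by: Kinase-Glo luciferase luminescence reporting remaining unconsumed ATP | Measure: % inhibition normalized to control-well medians | Replication: Singlicate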
# MLLE-PAM2 inh – blocks PAM2 peptide binding to the PABP1 MLLE domain; inhibition, % at 20 µM; 360,000 compounds, 0.36% hits; GST-MLLE / FITC-PAM2 fluorescence polarization; in the data active means inhibition above about 35%, passing the limit was not always enough;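 further: plate controls were DMSO wells with GST-MLLE for no effect and wells lacking GST-MLLE protein for full effect; some results filed as inactive read as strong as hits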
# NRP1-CendR mod – alters CendR peptide binding to human NRP-1 | O14786 | FAM-RPARPAR peptide binding to NRP-1, fluorescence polarization | inhibition, % at 25 µM | 360,000 compounds, 0.85% hits | AID 602438;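 active means inhibition or corrected inhibition above about 18%, plus a signal ratio from 0.5 to 1.5, limit read from the data, passing the limit was not always enough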; further: strong numbers were not always called active
# FAS TE block – blocks the thioesterase domain of human fatty acid synthase | P49327 | 360,000 compounds, 0.67% hits | AID 602261 | recombinant FAS-TE, OMFH fluorogenic substrate, fluorescence endpoint | inhibition, % at 15 µM;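 active means compounds whose normalised, plate-corrected inhibition of enzyme fluorescence in the single-dose primary screen is 50% or more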;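 further: 0% = DMSO with enzyme and 100% = substrate without enzyme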
# bovine MsrA act – activators of bovine methionine sulfoxide reductase A | purified bovine MsrA, absorbance read-out | activation, % at 10.6 µM | 360,000 compounds, 0.3% hits | AID 602163; in the data active means activation above about 7.5%;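 further: 0% = vehicle and 100% = reference activator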
# eLon inh – E. coli protease La inhibition; P0A9M0; 360,000 compounds, 0.42% hits; inhibition, % at 7.94 µM; purified E. coli Lon protease, fluorescence polarization; in the data active means inhibition above about 13%, passing the limit was not always enough;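 further: 0% = enzyme with probe and DMSO and 100% = no enzyme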
# Target sequence (P0A9M0 whole entry, looked up): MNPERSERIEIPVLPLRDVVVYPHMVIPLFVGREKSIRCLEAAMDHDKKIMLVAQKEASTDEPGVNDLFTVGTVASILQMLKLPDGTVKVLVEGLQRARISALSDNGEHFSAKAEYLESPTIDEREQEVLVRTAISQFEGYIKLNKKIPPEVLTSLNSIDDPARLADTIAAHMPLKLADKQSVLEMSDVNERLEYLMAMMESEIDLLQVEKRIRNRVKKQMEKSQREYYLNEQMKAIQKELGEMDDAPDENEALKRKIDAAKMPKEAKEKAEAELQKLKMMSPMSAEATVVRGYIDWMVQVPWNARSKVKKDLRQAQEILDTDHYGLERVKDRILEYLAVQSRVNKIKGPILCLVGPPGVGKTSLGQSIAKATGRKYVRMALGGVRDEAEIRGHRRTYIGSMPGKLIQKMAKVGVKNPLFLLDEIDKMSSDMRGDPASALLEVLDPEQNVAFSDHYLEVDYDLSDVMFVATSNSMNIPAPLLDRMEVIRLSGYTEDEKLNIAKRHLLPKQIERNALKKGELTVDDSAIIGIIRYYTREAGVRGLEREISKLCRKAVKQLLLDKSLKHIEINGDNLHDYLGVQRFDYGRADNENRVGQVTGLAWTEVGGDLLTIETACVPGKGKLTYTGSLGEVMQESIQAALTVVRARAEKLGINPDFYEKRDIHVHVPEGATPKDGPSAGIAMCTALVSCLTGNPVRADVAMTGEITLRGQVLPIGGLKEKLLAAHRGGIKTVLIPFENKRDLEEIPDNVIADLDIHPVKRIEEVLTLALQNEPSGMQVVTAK
# MsrA inhibitor – bovine MsrA inhibition; 360,000 compounds, 0.75% hits; inhibition, % at 15.5 µM; purified bovine MsrA, absorbance read-out; in the data active means inhibition above about 4.5%;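 further: 0% = vehicle wells with enzyme and 100% = reference inhibitor wells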
# Active calls of the source: *; . = not tested or not shown.
SMILES	SKN-1 inh	MT1-MMP act inh	Tb MetRS inh	MLLE-PAM2 inh	NRP1-CendR mod	FAS TE block	bovine MsrA act	eLon inh	MsrA inhibitor
O=C1C2C3CCCC3=C3CCCC3C2C(=O)N1c1ccc(F)cc1 (stereo unspecified)	13	-2	-0.3	20	5	1	-1	3	-0.9
CSc1ccc(C(O)c2ncc(-c3ccccc3Cl)[nH]2)cc1 (stereo unspecified)	-8	-5	-0.2	15	3	-4	-8	12	-0.4
O=C(Cn1nnc(-c2ccc(CN3CCOCC3)cc2)n1)Nc1nc(-c2ccccc2)cs1	9	4	0.3	-22	-8	24	1	11	2.4
CC(=O)Nc1ccc(SCC(=O)NCCc2ccc(F)cc2)cc1	-14	-3	-0.1	27	6	-4	-1	-8	0.5
OCc1nc2ccccc2n1CCc1ccccc1	-1	-1	-1.7	7	-2	1	-8	5	-0.3
Cc1c(C(=O)Nc2ccccn2)oc2ccccc12	31	-8	-1.4	-5	-1	2	-10	1	-0.1
CCCCc1nnc(NC(=O)CS(=O)(=O)Cc2ccccc2)s1	9	4	-0.3	12	-4	-6	-2	-7	0.1
CC(C)(C)c1ccc(/C=C/C(=O)N2CCCCC2)cc1	5	-1	-1.2	0	-6	12	-10	4	-0.9
Cc1ccccc1S(=O)(=O)c1c(C)cc(C)n(C(C)C)c1=O	4	3	-0.8	-2	0	-6	-2	4	-1.0
COc1cccc(/C=C/C(=O)NNC(=O)CCN2CCN(Cc3ccccc3)CC2)c1	8	3	0.5	-7	9	-3	-1	7	1.0
CCOC(=O)N1CCN(Cc2ccc(OCC(O)CN3CCCCC3)cc2)CC1 (stereo unspecified)	12	6	-0.1	6	5	-3	-1	-9	0.6
Cc1cccc(-c2cc(N)n(-c3ccccc3)n2)c1	-2	2	0.2	-7	0	2	-1	0	-1.2
COc1ccc(NC(=O)c2nnn(Cc3ccc(SC)cc3)c2N)c(OC)c1	21	-2	-0.1	-9	-3	3	-3	-2	0.4
O=C(CSc1nc2ccccc2c(=O)n1-c1ccccc1)N1CCC1	-5	2	-0.2	-10	13	-5	-1	-4	-1.0
COc1ccc(OC)c(-c2nn(-c3ccccc3)cc2C(=O)NCC(c2ccco2)N2CCCC2)c1 (stereo unspecified)	0	1	-0.5	6	7	3	-3	3	-0.8
Cc1ccc(CNC(=O)COC(=O)[C@@H]2CC(O)CN2S(=O)(=O)c2ccc3c(c2)OCCO3)cc1 (stereo partly specified)	4	-1	-1.1	-7	10	-2	-6	1	-0.4
CC1(C)CC(=O)C(C(=S)Nc2ccccc2)=C(NCCN2CCOCC2)C1	0	1	-0.1	20	-17	-2	-4	-1	1.8
Cc1c(C)c2ccc(OC(C)C(=O)NCCCN3CCOCC3)c(C)c2oc1=O (stereo unspecified)	-7	2	0.2	-2	7	-4	-4	-8	1.4
COC(=O)c1[nH]c2cccc(OC)c2c1NC(=O)CCN1CCC(C)CC1	9	-3	-0.6	15	13	-11	-4	-7	0.6
CCOc1ccccc1N1CCN(C(=O)c2cc[n+]([O-])cc2)CC1	-10	1	-0.1	1	16	-5	0	4	-1.6
Cc1cc(=O)[nH]c(N/N=C/c2ccc(Cl)cc2Cl)n1	5	4	0.1	-6	4	-4	1	-2	2.5
Cn1c(CC(=O)Nc2ccc(Cl)cc2)nnc1SCC(=O)N1CCOCC1	21	-3	0.7	-2	-5	-3	-2	-5	-1.2
Cc1cc(N2C(=O)C(O)=C(C(=O)c3cccs3)C2c2cccc(Br)c2)no1 (stereo unspecified)	11	3	-0.3	-14	10	-4	0	4	0.2
CN(c1ccc(F)cc1)S(=O)(=O)c1ccc(Cl)c(C(=O)OCC(=O)NC2CC2)c1	9	-4	0.1	-7	0	-2	-2	-10	-0.9
COc1cccc(O)c1CN1CCC(C(=O)Nc2ccc(-c3cccc(C)c3)cc2)CC1	6	8	1.0	-19	-19	-40	0	-3	-0.4
C=CCOc1ccc(CNC(C)(C)C)cc1OC	14	-2	0.0	6	24*	-8	0	4	-0.5
O=c1c2cc(NC(=S)NCCN3CCCCCC3)ccc2nc2n1CCCCC2	-5	-1	0.3	-1	1	-3	3	-5	-0.9
COCCN(C(=O)CSc1nnc(C)n1-c1ccccc1)c1c(N)n(Cc2ccccc2)c(=O)[nH]c1=O	14	3	-0.5	-14	-5	-8	-1	-4	-1.0
CC1(NC(=S)Nc2ccc3ccccc3c2)CCS(=O)(=O)C1 (stereo unspecified)	3	-1	0.1	0	14	-1	-5	-5	-0.9
CCOc1ccc(NC(=O)c2ccc(F)c(S(=O)(=O)N3CCN(c4ccccn4)CC3)c2)cc1	1	-2	-1.0	0	-10	23	-8	-3	2.3

# Arranged by length of the SMILES (lowest first): three of the compounds above
SMILES	SKN-1 inh	MT1-MMP act inh	Tb MetRS inh	MLLE-PAM2 inh	NRP1-CendR mod	FAS TE block	bovine MsrA act	eLon inh	MsrA inhibitor
Cc1c(C(=O)Nc2ccccn2)oc2ccccc12	31	-8	-1.4	-5	-1	2	-10	1	-0.1
Cc1cc(=O)[nH]c(N/N=C/c2ccc(Cl)cc2Cl)n1	5	4	0.1	-6	4	-4	1	-2	2.5
Cc1cc(N2C(=O)C(O)=C(C(=O)c3cccs3)C2c2cccc(Br)c2)no1 (stereo unspecified)	11	3	-0.3	-14	10	-4	0	4	0.2

# The results go on.
SMILES	SKN-1 inh	MT1-MMP act inh	Tb MetRS inh	MLLE-PAM2 inh	NRP1-CendR mod	FAS TE block	bovine MsrA act	eLon inh	MsrA inhibitor
Cc1ccccc1S(=O)(=O)Nc1ncc(C(F)(F)F)cc1Cl	14	1	-0.3	6	-5	-4	-3	5	2.4
CCC(=O)Nc1ccc2c(c1)ncn2CCc1ccccc1	14	3	-1.2	-5	-152	-5	-4	1	-0.1
CCCCCOC(=O)C1C2C=CC3(CN(c4ccccc4C)C(=O)C13)O2 (stereo unspecified)	15	1	-0.5	2	8	-2	-2	5	-0.4
COc1ccccc1NS(=O)(=O)c1ccc2oc(SCC(=O)N3CCNC3=O)nc2c1	1	-10	-0.2	-134	8	1	-3	11	0.3
COC(=O)c1ccccc1NC(=O)CSc1nc2ccsc2c(=O)n1Cc1ccc(C(=O)O)cc1	4	2	-0.1	4	-10	-2	-1	-3	0.2
N#Cc1ccccc1NC(=O)CNc1ccccc1N1CCCCC1	10	-7	-0.8	15	5	18	1	-2	0.9
CCSc1nnc2c(n1)[nH]c1c(C)cccc12	-1	-4	-0.2	-5	-11	2	-4	-3	1.6
OC(COCc1ccc2c(c1)OCO2)CN1CCCCC1 (stereo unspecified)	-4	2	-0.2	-4	5	-4	-3	1	-0.3
O=c1[nH]cc(COCC(F)CCl)c(=O)[nH]1 (stereo unspecified)	-8	-2	-0.5	2	6	-6	-3	-4	-0.1
CCC(c1nnnn1CCc1ccccc1)N1CCN(C(=O)c2ccco2)CC1 (stereo unspecified)	4	3	-0.2	2	6	-8	1	-10	-0.8
O=C1N(c2ccccc2C(F)(F)F)O[C@]1(c1ccccc1)C1CCCCC1	-10	12	-0.1	-1	5	20	-5	3	1.9
O=[N+]([O-])c1ccc(NCCCO)c(S(=O)(=O)N2CCOCC2)c1	14	-1	-0.1	-4	-8	2	-5	-6	1.9
c1ccc(COC2COC3C(OCc4ccccc4)COC23)cc1 (stereo unspecified)	5	-1	-0.3	-2	12	-5	-3	-9	0.1
COc1ccc(C(C(=O)Nc2ccc(F)cc2)N2CCN(c3cccc(C(F)(F)F)n3)CC2)cc1 (stereo unspecified)	-27	-11	-0.8	.	-2	.	.	.	1.2
COc1ccc(CNC(=O)C2CSCCS2)cc1 (stereo unspecified)	6	4	-0.7	12	2	-8	-9	3	-1.6
O=C(NCC(=O)N1CC(O)CC1C(=O)N1CC(O)CC1C(=O)OCc1ccccc1)OCc1ccccc1 (stereo unspecified)	-7	2	1.1	-2	15	-2	-4	-4	0.2
Cc1ccc(C2Nc3ccccc3C(=O)N2CCCN2CCOCC2)cc1 (stereo unspecified)	-7	0	-1.2	7	14	-6	-8	1	-0.6
O=C(COC(=O)/C=C/c1ccccc1[N+](=O)[O-])NCC(F)(F)F	-1	-3	-0.8	-4	4	-9	-8	2	0.9
Nc1sccc1C(=O)N1CCN(c2ccccc2)CC1	2	-2	-0.4	.	-4	.	.	.	0.0
Cc1ccnc(NC(=O)c2cc(-n3cnnc3)ccc2Cl)c1	11	-3	-0.3	-6	4	0	0	-2	-0.5
O=C(c1cncc(Br)c1)N1CCN(S(=O)(=O)c2ccc3ccccc3c2)CC1	-8	1	-0.5	-18	11	17	-2	0	0.4
CC(=O)Nc1ccc(NC(=O)CN(c2cc(Cl)ccc2Cl)S(C)(=O)=O)cc1	-1	0	-0.5	-9	2	-4	0	-1	0.1
COc1ccc(OCC(=O)NNC(=S)NC(=O)c2ccc([N+](=O)[O-])cc2)cc1	-5	1	-0.3	21	8	9	5	-3	0.6
CCOc1ccc(-c2cccc(NS(=O)(=O)c3cccc([N+](=O)[O-])c3)c2)nn1	-2	3	-0.1	6	14	45	-1	-1	1.6
CCOC(=O)C1CCCN(c2c(N3CCN(c4cccc(Cl)c4)CC3)c(=O)c2=O)C1 (stereo unspecified)	2	-2	-0.4	0	-4	-1	-7	-9	1.0
CCOC(=O)c1cnc2cc(-c3ccc(C(C)(C)C)cc3)nn2c1N	5	-2	-0.9	12	9	3	1	11	0.0
CCOC(=O)c1c(C)[nH]c(C2=NNC(=NC3CC3)SC2)c1C	-1	-1	0.0	29	-2	-57	-4	-10	.
Cc1cc(N2CCCC2)nc2ccc(NC(=S)NC(C)C)cc12	7	28	-0.5	-33	4	-2	-1	6	0.6
Cc1ccc(C(=O)OCC(=O)Nc2ccc3[nH]c(=O)[nH]c3c2)cc1[N+](=O)[O-]	-22	0	0.3	-4	14	5	-1	-3	0.3
CCCn1c(SC(C)C(=O)NCC2CCCO2)nc2sc3c(c2c1=O)CCC3 (stereo unspecified)	17	0	-0.2	8	-4	0	-2	6	1.2
Cc1cc(=O)[nH]c(SCc2ccc(Cl)cc2)n1	-7	1	1.1	3	22	0	-5	7	0.0
Nc1ccc(C(=O)Nc2ccc3c(O)cc(S(=O)(=O)O)cc3c2)cc1	10	3	0.9	3	14	-6	-6	-13	2.0
CN(Cc1ccccc1)C(=O)COc1cccnc1[N+](=O)[O-]	8	1	-0.4	-6	-1	-2	-3	-3	1.3
CCn1nc(C(=O)Nc2ccc(N3CCOCC3)cc2)c2ccccc2c1=O	-1	4	-0.6	-5	-5	-10	-2	1	0.2
CN1C(=O)c2ccccc2C(C(=O)NCC2CCCO2)C1c1c[nH]c2ccccc12 (stereo unspecified)	18	2	-0.3	18	13	-2	-5	13	0.0
CN(C)CCN(C(=O)CCc1ccccc1)c1nc2c(F)cc(F)cc2s1	5	3	1.1	7	2	22	-2	-2	1.0
Cc1ccc(-c2[nH]c3cc(C(=O)NCCCn4ccnc4)ccc3c(=O)c2O)cc1	3	-12	-0.3	7	-1	-28	-2	125*	0.1
